Source: PubChem BioAssay (National Center for Advancing Translational Sciences (NCATS))
AT treatment = potential ataxia-telangiectasia treatments restoring KAP-1 phosphorylation; […] A-T fibroblasts, KAP-1 phosphorylation AlphaLISA; neocarzinostatin DNA damage 30 min before lysis; Potency, µM (top dose mostly 57.5 µM), for the others: at the highest dose activation, most hits filed as activators; hit rate 0.19% among 320,000; further: potency means the concentration at half of the fitted maximal effect; % of control where 0% means no effect; nearly all actives have a fitted effect of over 45% in size
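hTERT-immortalized A-T patient fibroblasts ([…]), 500 cells/well in OPTI-MEM, 1% FBS, got compounds for 60 min, then NCS for 30 min at 37C. Lysates were then assayed for phospho-KAP-1 by AlphaLISA (anti-pKAP1 donor, anti-KAP1 acceptor beads), 6 hr at 25C.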
Integrin act MD = activates integrin-mediated alleviation for muscular dystrophy; AID 624291; Potency, µM (doses to about 38.3 µM), for inactives: top-dose activation, usual class: activators; hit rate 0.064% among 350,000; alpha7betagal myoblasts, beta-gal FDG fluorescence, 48 h;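 further: potency means the concentration at half of the fitted maximal effect; 100% = response of the positive control SU9516; nearly all actives have a fitted effect of over 60% in size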
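alpha7betagal+/- myoblasts (passage 13, 250/well) treated 48 h at 37C with compounds at 1:260 dilution of DMSO stock. Lysed, then beta-galactosidase activity read as FDG fluorescence (ex 480/em 540) after 30 min, with pre-read for autofluorescence.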
TSHR antagonist = blocks TSH signaling through the human TSH receptor; P16473; TSHR-expressing cells, TSH-stimulated cAMP HTRF, 2 h; hits give low values; activity change, negative = inhibition, % at 11.5 µM; hit rate 0.2% among 330,000;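 active means activity change below a set negative limit, meaning inhibition stronger than a set level, cut at about -70% in these data; inconclusive means activity change between two set negative limits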; further: on the % scale 0 is the no-effect control and ±100 the full control effect
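Competitive HTRF cAMP read-out (cryptate anti-cAMP antibody, cAMP-d2; 30 min, room temperature) in freshly harvested TSHR cells. Compounds added before TSH at EC80 (4nM final), followed by 2 hours' incubation at 37 deg C.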
Mito fusion yeast = mitochondrial division inhibition or fusion activation; S. cerevisiae fusion-defective mutant growth rescue, CellTiterGlo 48 h; Potency, µM (titrated, usually from 46.1 µM), without a hit: at the highest dose growth rescue (activation), hits mostly activators; hit rate 0.23% among 320,000;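 further: potency means the concentration at half of the fitted maximal effect; % of control where 0% means no effect; nearly all actives have a fitted effect of over 45% in size; temperature-sensitive fusion mutants such as fzo1-1 at 37 °C on non-fermentable ethanol glycerol medium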
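Temperature-sensitive fusion-defective S. cerevisiae (e.g. fzo1-1, mgm1-5) were grown with compound in YPEG medium (3% ethanol, 3% glycerol) for 48 hours at 37C. Growth rescue was measured as viability by CellTiterGlo luminescence after 10 minutes at ambient.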
BCR signal inh = inhibitors of chronic active B-cell receptor signaling | hit rate 0.05% among 340,000 | ABC-DLBCL IkBa-CBG/CBR reporter, luminescence ratio, 4 h | Potency, µM (titrated, usually from 46.1 µM), for inactives: at the top dose ratio change, negative = lower green/red ratio, usual class: inhibitors; active means well fitted inhibition curve with a large enough effect in the signal ratio, with a control signal flat, not every such curve was filed as active; inconclusive means small, poorly fitted or top-dose-only effect, or effect the other way, or a change in a side signal; the % refers to the signal ratio;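 further: potency means the concentration at half of the fitted maximal effect; plate controls were basal doxycycline-induced cells for no effect and cells given 10 µM MG132 for full effect; MG132 reads +100%, hits lower the ratio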
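TMD8 human ABC-DLBCL cells with doxycycline-inducible IκBα–green luciferase fusion and unfused red luciferase, in 0.5% FBS medium; compounds up to 46 uM, 4 h at 37C. Green/red luminescence ratio, filter-overlap corrected, fitted to concentration-response curves.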
Tb PFK inh = inhibitors of T. brucei phosphofructokinase. Potency, µM (titrated, usually from 57.5 µM), inactives show at the top dose activity, negative = inhibition, actives largely listed as inhibitors. T. brucei PFK, ADP-Glo luminescence. O15648. hit rate 0.17% among 330,000. AID 485367;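 further: potency means the concentration at half of the fitted maximal effect; 0% = uninhibited 1x PFK enzyme wells and -100% = no-enzyme wells; nearly all actives have a fitted effect of over 60% in size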
Target sequence (O15648 whole entry, looked up): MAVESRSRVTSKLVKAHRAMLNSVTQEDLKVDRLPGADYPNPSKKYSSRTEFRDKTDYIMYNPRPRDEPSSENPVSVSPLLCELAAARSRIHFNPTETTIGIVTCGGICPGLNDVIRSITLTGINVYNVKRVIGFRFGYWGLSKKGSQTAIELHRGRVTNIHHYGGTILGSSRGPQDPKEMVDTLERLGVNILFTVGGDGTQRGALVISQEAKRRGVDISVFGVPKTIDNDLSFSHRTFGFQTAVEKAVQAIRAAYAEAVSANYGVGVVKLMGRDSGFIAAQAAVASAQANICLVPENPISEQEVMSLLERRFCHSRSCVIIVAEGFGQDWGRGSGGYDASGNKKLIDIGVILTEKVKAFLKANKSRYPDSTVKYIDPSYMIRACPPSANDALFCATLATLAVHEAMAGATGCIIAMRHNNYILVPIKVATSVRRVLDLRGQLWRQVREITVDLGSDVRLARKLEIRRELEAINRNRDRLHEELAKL
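ADP-Glo luminescence quantified ADP after 45 min at room temperature, with 1.25 nM T. brucei PFK, 0.1 mM ATP and 0.5 mM fructose-6-phosphate in pH 8.0 TEA buffer. qHTS titrations up to 57 µM; curves classified by quality.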
ASM inhibitor = inhibitors of human secretory acid sphingomyelinase. P17405. placental ASM, HMU-PC fluorogenic substrate, 60 min. Potency, µM (doses to about 57.5 µM), for inactives: at the top dose activity change, negative = inhibition, actives largely listed as inhibitors. hit rate 0.006% among 340,000; further: potency means the concentration at half of the fitted maximal effect
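Fluorogenic HMU-PC substrate (9 uM final) is turned over by placental ASM in 60 min at 37 C after a 10 min compound preincubation. Reaction ended by alkaline stop (pH 10), with fluorescence read at 386/447 nm.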
ELG1 repair inh = ELG1-dependent DNA repair inhibition; HEK293T ELG1-luciferase reporter, luminescence, 16 h; DNA damage induced by 5-fluorouridine; Potency, µM (top dose mostly 46.1 µM), without a hit: at the highest dose activity change, negative = inhibition, usual class: inhibitors; hit rate 2.3% among 330,000; AID 504467; further: potency means the concentration at half of the fitted maximal effect; on the % scale 0 is the no-effect control and ±100 the full control effect; nearly all actives have a fitted effect of over 55% in size
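Step one: seed 2,000 cells per well. Step two: pin-transfer compound or DMSO alongside 5-fluorouridine. Step three: incubate 16 hr, 37 °C, 5% CO2. Step four: add ONE-Glo, wait 30 min, read luminescence.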
TSG101-PTAP inh = blocks PTAP/TSG101 interaction to inhibit HIV-1 budding | 340,000 tested, under 10 active | Fluorescence polarization, FITC-PTAP peptide / Tsg101 binding | Q99816 | Potency, µM (highest dose often 115 µM), for inactives: top-dose activity change, negative = inhibition, actives largely listed as inhibitors; active means well fitted inhibition curve with a large enough effect in the main read-out, with a control signal flat, not every such curve was filed as active; inconclusive means small, poorly fitted or top-dose-only effect, or effect the other way, or a change in a side signal; inactive means no such curve, though single readings can be large or run the other way; further: potency means the concentration at half of the fitted maximal effect; % of control where 0% means no effect
Target sequence (Q99816 whole entry, looked up): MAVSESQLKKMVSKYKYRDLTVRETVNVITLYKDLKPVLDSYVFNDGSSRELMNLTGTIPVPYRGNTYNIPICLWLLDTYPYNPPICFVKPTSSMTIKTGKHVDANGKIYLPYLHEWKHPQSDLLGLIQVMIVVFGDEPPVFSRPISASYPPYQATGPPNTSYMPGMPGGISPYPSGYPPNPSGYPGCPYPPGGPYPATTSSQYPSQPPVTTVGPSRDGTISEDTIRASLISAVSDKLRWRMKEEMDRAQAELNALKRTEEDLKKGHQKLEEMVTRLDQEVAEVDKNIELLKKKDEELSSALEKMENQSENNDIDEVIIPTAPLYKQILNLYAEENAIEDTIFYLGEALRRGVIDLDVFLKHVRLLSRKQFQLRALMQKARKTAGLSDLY
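Tsg101 binding domain (10 uM final) was mixed with compound and a FITC-labeled PTAP peptide (50 nM final) in HEPES pH 7.5 buffer with NaCl, Tween 20, EDTA and TCEP; fluorescence polarization was read after 20 min at r.t.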
Eya2 phos inh = inhibitors of human Eya2 phosphatase activity; recombinant Eya2, OMFP fluorescence dephosphorylation (OMFP is methylfluorescein phosphate); Potency, µM (titrated, usually from 76.9 µM), inactives show at the highest dose activity, negative = inhibition, usual class: inhibitors; hit rate 0.006% among 330,000; further: potency means the concentration at half of the fitted maximal effect; on the % scale 0 is the no-effect control and ±100 the full control effect
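Eya2 protein (added as 0.2 uM solution) was preincubated with compound for 10 min at ambient temperature in 50 mM HEPES pH 7.5, 50 mM NaCl, 5 uM MgCl2, 0.05% BSA, 1 mM DTT. OMFP (added at 50 uM) then reacted 10 min; fluorescence read at 485/525 nm.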
TCR act = T cell receptor activation | Potency, µM (top dose mostly 9.22 µM), without a hit: top-dose activation of IL-2 secretion, usual class: activators | primary human leukocytes, anti-CD3, IL-2 HTRF, 48 h | 330,000 tested, under 10 active; further: % of control where 0% means no effect
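IL-2 release read by HTRF sandwich (Eu cryptate donor, d2 acceptor, 665 nm emission) after 48 hr exposure of primary human leukocytes to compound together with anti-CD3 beads in the absence of co-stimulatory signals.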
* marks the source's active call; other numbers are inactive results; ? = inconclusive; . = no result given; [ ] = another dose, or the depositor's remark. Unless noted, the call rests on the fitted dose curve; in most records, active means well fitted curve in the direction sought with a large enough effect; inconclusive means small, poorly fitted or top-dose-only effect, or another doubt; inactive means no such curve, though single readings can be large; an effect the other way counts as inactive or inconclusive.

SMILES	AT treatment	Integrin act MD	TSHR antagonist	Mito fusion yeast	BCR signal inh	Tb PFK inh	ASM inhibitor	ELG1 repair inh	TSG101-PTAP inh	Eya2 phos inh	TCR act
Cc1ccc(NC(=O)CCN2C(=O)OC(C)(C)C2(C)O)cc1 (stereo not drawn)	0%	?	-4	-15%	2%	2%	0%	15%	-1%	?	-7%
O=S(=O)(c1ccc(NCCc2c[nH]c3ccccc23)nc1)N1CCOCC1	-7%	-11%	-10	4%	-12%	-10%	-1%	-25%	2%	7%[15.4 µM]	5%
O=C(O)C1=C[C@@H](c2csc3ccccc23)C[C@@H](OCCCCO)O1	7%	-13%	0	2%	-19%	-2%	0%	5%	-15%	-15%	-1%
O=C(/C=C/c1ccco1)Nc1cccc(-c2nc3ccccc3[nH]2)c1	-5%	3%	-10	5%	?	2%	-13%	?	-1%	-7%	0%
COc1ccc2c(CC(=O)OCC(=O)Nc3ccc(S(N)(=O)=O)cc3)coc2c1	13%	?	6	-1%	-2%	-2%	-7%	-10%	-8%	20%	-3%
COc1ccc(OC)c(NC(=O)Nc2nnc(N3CCC(C)CC3)s2)c1	-9%	-6%	10	-8%	2%	-2%	-21%	8%	-1%	-5%	-5%
O=C(N/N=C/c1coc2ccc(Cl)cc2c1=O)c1cc(O)cc(O)c1	1%	39%	-17	-3%	-3%	5%	.	?	-6%	7%	6%
O=C(Nc1ccccc1F)C1CCCN1S(=O)(=O)c1ccc(Cl)cc1 (stereo not drawn)	7%	-18%	0	3%	-4%	1%	7%	-6%	1%	7%	0%
O=c1[nH]cnc2c1c(-c1ccccc1)cn2-c1cccc(Cl)c1	6%	19%	-3	-2%	?	0%	0%	?	-1%	-10%	1%
CC1CCc2c(sc(NC(=O)COC(=O)C3CCCO3)c2C#N)C1 (stereo not drawn)	-3%	?	10	-3%	?	-2%	-3%	?	0%	-3%	1%
CCOC(=O)c1c(C)[nH]c(C(=O)NNC(=O)c2ccccc2)c1C	-8%	3%	-1	-1%	0%	-9%	2%	?	-5%	-4%	1%
Cn1ncc([N+](=O)[O-])c1C(=O)NC1CCCCCC1	-10%	-26%	3	-3%	2%	-4%	2%	1%	-4%	11%	-1%
O=C(NN1CCOCC1)NC12CC3CC(CC(C3)C1)C2	4%	-9%	-1	3%	-9%	-4%	2%	?	-2%	-3%	-2%
Fc1cccc(Cl)c1/C=N/n1c(-c2cccnc2)n[nH]c1=S	-4%	-53%[inhibitor]	10	3%	-5%	0%	-1%	28%	-13%	-6%	-3%
CCOCCCNC(=O)c1ccc2c(c1)ncn2-c1ccc(CC)cc1	-8%	-57%[inhibitor]	-18	16%	?	12%	-1%	?	-3%	4%	-1%
CCOc1ccc(CCNC(=O)COC(=O)/C=C/c2ccccc2OC)cc1OCC	5%	-12%	-2	-6%	-1%	-9%	-1%	-16%	-1%	-7%	-1%
Cc1cc(C(=O)OCC(=O)Nc2cccc(S(N)(=O)=O)c2)c2ccccc2n1	3%	6%	22	-3%	-7%	0%	-3%	8%	-1%	2%	-1%
Cc1nc(Br)c(Br)c(C)c1Br	6%	-16%	5	1%	?	3%	0%	20%	-1%	3%	-2%
COc1ccc(OC)c(S(=O)(=O)Nc2ccc(CC(=O)O)cc2)c1	2%	12%	0	-3%	?	5%	3%	5%	-17%	5%	0%
COc1ccc(NC(=O)C/C(C)=N/NC(=O)c2ccco2)c([N+](=O)[O-])c1	-5%	6%	-6	15%	?	-1%	2%	-4%	-2%	0%	-4%
CCCCCC(=O)N1CCN(CCN=CC2=C(O)CC(c3ccco3)CC2=O)CC1 (stereo not drawn)	3%	-5%	0	-4%	-1%	1%	3%	-1%	-8%	-15%	.
CCn1c(SCC(=O)OC)nc2sc3c(c2c1=O)CCC3	2%	-1%	0	2%	-7%	?	-3%	0%	-2%	-18%	5%
COc1ccc(C2C(C#N)=C(N)OC3=C2C(=O)CCC3)cc1Cn1nc(C)c([N+](=O)[O-])c1C (stereo not drawn)	4%	20%	0	-4%	11%	-8%	0%	-6%	-3%	20%	8%
Cc1ccc(CNC(=O)C2CC(=O)N(C3CCCCCCC3)C2)cc1 (stereo not drawn)	0%	4%	5	-1%	5%	-10%	3%	2%	1%	9%	14%
Cc1nc(CN2CCOCC2)cc(=O)[nH]1	-3%	25%	9	-6%	3%	-10%	3%	?	-4%	7%	0%
(further entries)
SMILES	AT treatment	Integrin act MD	TSHR antagonist	Mito fusion yeast	BCR signal inh	Tb PFK inh	ASM inhibitor	ELG1 repair inh	TSG101-PTAP inh	Eya2 phos inh	TCR act
Cc1ccc(C(=O)OCC(=O)NNC(=O)c2ccccc2)c(O)c1	15%	7%	-5	1%	1%	0%	-1%	0%	1%	-4%	0%
COc1ccccc1OCc1cc(C(=O)NCCN2CCCC(O)C2)no1 (stereo not drawn)	3%	-7%	-1	-1%	-1%	-4%	3%	13%	1%	-3%	-7%
Cn1cnc(S(=O)(=O)Nc2ccccc2C(=O)NCC2CC2)c1	4%	30%	2	4%	1%	1%	5%	-1%	-1%	-1%	-5%
COc1ccc(C=C(c2nc3ccccc3s2)c2nc3ccccc3s2)cc1O	28µM*	-41%	29	?	?	-3%	-5%	-22%	-1%	-4%	7%[46.1 µM]
CN(C)S(=O)(=O)c1cccc(NC(=O)COC(=O)c2cc(=O)[nH]c(=O)[nH]2)c1	1%	-10%	0	0%	-1%	-5%	0%	2%	0%	-11%	5%
Cc1ccc(NC2CC(=O)N(CCc3ccccc3)C2=O)cc1 (stereo not drawn)	-4%	-4%[7.66 µM]	-14	8%	?	-19%	-3%	-6%	-2%	9%	.
CSc1ccccc1-c1nnc(-c2ccccc2)o1	2%	-11%	-6	19%	?	4%	2%	?	0%	-24%	8%
Cc1ccsc1/C=N/NC(=O)CNC(=O)c1c(F)cccc1Cl	9%	8%	-8	-19%	-7%	-3%	1%	?	-2%	3%	-14%
O=C1CCCN2N=C(SCC(=O)Nc3cccc(F)c3)SC2=N1	2%	-1%	-1	7%	7%	-3%	-2%	-25%	-3%	16%	9%
O=c1oc(-c2cccs2)nc2ccccc12	-6%	0%	-4	0%	?	14%	0%	23%	-5%	2%	6%
CCCN1CCC(=O)N([C@H](CSc2ccccc2)CC(C)C)CC1	-12%	-22%	28	-6%	10%	0%	1%	0%	1%	-8%	0%
COc1ccc(CN(C)C(=O)C(Cc2ccccc2)NC(=O)c2ccccc2)c(OC)c1 (stereo not drawn)	6%	7%	3	?	?	-1%	.	?	-3%	-8%	2%
O=C(CCNS(=O)(=O)c1cccc(Cl)c1)OCC(=O)N1CCN(C(=O)c2ccco2)CC1	8%	-14%	0	-2%	1%	-15%	4%	20%	-4%	-6%	7%
CCN1C(=O)[C@H]2[C@@H](c3ccc(-c4ccc5c(c4)OCO5)cc3)N[C@@](Cc3ccccc3)(C(=O)OC)[C@H]2C1=O	4%	-3%	0	.	-1%	3%	-8%	-4%	0%	-8%	1%
Cc1ccc(C(CC(=O)O)NC(=O)CCNC(=O)c2ccco2)cc1 (stereo not drawn)	5%	17%	24	11%	3%	7%	3%	7%	-2%	12%	0%
Cc1ccc(Cn2c(CN3CCOCC3)nc3c2c(=O)[nH]c(=O)n3C)cc1	0%	21%	0	0%	-8%	1%	1%	13%	1%	11%	4%
COC(=O)C1CCN(C(=O)COC(=O)c2cc([N+](=O)[O-])ccc2N2CCOCC2)CC1	3%	18%	-6	-2%	?	4%	-3%	23%	0%	?	1%
Cc1ccc(C(=O)Nc2ccccc2N2CCCCC2)cc1[N+](=O)[O-]	0%	8%	-4	0%	5%	0%	-12%	?	-6%	1%	-1%
